High-throughput results (PubChem)
IL1B secr inh = inflammasome signaling inhibition, IL-1 beta readout; activity change, % at 57.5 µM; 4.7% of 360,000 active; THP-1 LPS/ATP IL-1B secretion, AlphaLISA, 16 h; stronger effect = lower value; AID 743279; in the data active = activity change below about -50%; inconclusive = mostly about -30% to -49%; also: % is scaled to controls: 0 for no effect and ±100 for the full control effect
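Secreted IL-1B measured by AlphaLISA bead assay after 16 h compound exposure of THP-1 cells; compounds (final up to 57.5 uM) added 1 h before LPS (250 ng/mL) and ATP (1.25 mM) stimulation; lower signal means less secretion.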
KB-V1 MDR tox = KB-V1 MDR subline cytotoxicity. KB-V1 MDR cells viability, CellTiter-Glo, 72 h. Potency, µM (series often up to 46.1 µM), without a hit: at the highest dose activity change, negative = cytotoxicity, hits mostly cytotoxic. 3.4% of 400,000 active. AID 1347076; also: potency is read from the fitted curve at half-maximal effect; % is scaled to controls: 0 for no effect and ±100 for the full control effect; nearly all actives have a fitted effect of over 60% in size
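Potencies derive from concentration-effect curves fitted to normalized luminescence (CellTiter-Glo) of KB-V1 cells treated for 72 h at 37 degrees C in phenol-red-free DMEM containing 10% FBS.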
KB-3-1 cytotox = KB-3-1 parental cell cytotoxicity | KB-3-1 viability, CellTiter-Glo ATP luminescence, 72 h | Potency, µM (series often up to 46.1 µM), for the others: top-dose activity change, negative = cytotoxic, usual class: cytotoxic | 1.4% of 400,000 active; also: potency is read from the fitted curve at half-maximal effect; % is scaled to controls: 0 for no effect and ±100 for the full control effect; nearly all actives have a fitted effect of over 60% in size
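Luminescent ATP read-out (CellTiter-Glo) measures survival of drug-naive KB-3-1 cells after 72 h compound exposure at 37 °C. Titration series was screened from lowest to highest concentration, with DMSO vehicle plates as background controls.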
HT1080 IDH1KD tx = HT-1080 IDH1 knockdown cell toxicity (counter line); HT-1080 IDH1 knockdown viability, ATP luminescence, 48 h; Potency, µM (series often up to 46.1 µM), for the others: at the highest dose activity, negative = toxicity, actives largely listed as cytotoxic; 2% of 360,000 active;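 also: potency is read from the fitted curve at half-maximal effect; 0% = DMSO wells and -100% = cell-free medium wells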
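Knockdown cells (IDH1KD HT-1080) received compounds 2 h after plating at 750 cells/well and were kept 48 h at 37 °C in 5% FBS RPMI. A CellTiter-Glo luminescence read gave % activity for curve fitting.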
MCF10A rereplic = inducers of DNA re-replication in MCF 10A breast cells; 2.9% of 350,000 active; MCF 10A DNA re-replication, Hoechst nuclear intensity, 48 h; Potency, µM (titrated, usually from 46.1 µM), without a hit: top-dose activity, positive = re-replication, actives largely listed as activators; also: potency is read from the fitted curve at half-maximal effect; % of control where 0% means no effect; nearly all actives have a fitted effect of over 50% in size
HT1080NT lethal = kills 2HG-producing HT-1080-NT fibrosarcoma cells | Potency, µM (titrated, usually from 46.1 µM), for the others: at the highest dose activity, negative = less viability, actives largely listed as cytotoxic | 1.6% of 360,000 active | HT-1080-NT fibrosarcoma viability, CellTiter-Glo ATP luminescence, 48 h;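 also: NT is the 2HG producing partner of a matched IDH1 knockdown line; potency is read from the fitted curve at half-maximal effect; 0% = DMSO-treated cells and -100% = media-only wells without cells; nearly all actives have a fitted effect of over 55% in size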
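Read-out is CellTiter-Glo luminescence after 10 minutes at room temperature, following 48 hours' compound treatment of HT-1080-NT cells (750 cells/well, RPMI, 5% FBS, 37 degrees C).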
ATXN viability = reduces viability in counter-screen for ATXN expression inhibitors. 0.49% of 400,000 active. S2 cells (HEK-293 line with an ATXN2-luciferase reporter) viability, CellTiter-Fluor protease fluorescence, 24 h. AID 651635. Potency, µM (titrated, usually from 56.7 µM), actives largely listed as cytotoxic; also: potency is read from the fitted curve at half-maximal effect; nearly all actives have a fitted effect of over 40% in size
SW480 rereplic = DNA re-replication induction in SW480 cells; 1.8% of 340,000 active; SW480 DNA re-replication, Hoechst DNA content imaging, 48 h; Potency, µM (highest dose often 46.1 µM), for the others: top-dose re-replication activation, actives largely listed as activators; also: potency is read from the fitted curve at half-maximal effect; % of control where 0% means no effect; nearly all actives have a fitted effect of over 55% in size
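Compounds, transferred as 23 nL by pin tool, were incubated with cells for 48 hr; DNA content per nucleus was then quantified by Hoechst staining and fluorescence plate imaging.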
ATXN2 expr inh = reduces ATXN2 reporter expression in HEK-293 cells | HEK-293 ATXN2-luciferase reporter, luminescence, 24 h | Potency, µM (top dose mostly 57 µM), without a hit: at the top dose activity change, negative = inhibition, hits mostly inhibitors | 0.72% of 360,000 active; also: potency is read from the fitted curve at half-maximal effect; % is scaled to controls: 0 for no effect and ±100 for the full control effect; nearly all actives have a fitted effect of over 55% in size
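qHTS (up to 57 uM final) was run with 24 h compound exposure of reporter cells at 37 °C. Each well was multiplexed: SteadyGlo luminescence measured ATXN2-luciferase expression after a fluorogenic Gly-Phe-AFC viability readout (25 uM final).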
Starred values were filed as active, the others as inactive; i = inactive; ? = inconclusive; . = no result given; [ ] = another dose, or the depositor's remark. Unless noted, calls follow the shape of the dose curve; as a rule, active = well fitted curve in the direction sought with a large enough effect; inconclusive = small, poorly fitted or top-dose-only effect, or another doubt; inactive = no such curve, though single readings can be large; an effect the other way counts as inactive or inconclusive.

The first two entries (preview)
SMILES	IL1B secr inh	KB-V1 MDR tox	KB-3-1 cytotox	HT1080 IDH1KD tx	MCF10A rereplic	HT1080NT lethal	ATXN viability	SW480 rereplic	ATXN2 expr inh
CCSc1nnc(N2C(=O)c3ccc(C(=O)c4ccc(C(=O)O)cc4)cc3C2=O)s1	9.9	-0.9%	2.2%	13.5%	?	10.6%	?	5.7%	-46.8%
O=C(CNC(=O)c1ccc2c(c1)OCO2)Nc1ncccc1O	11.8	26.8%	1.1%	2.8%	-10.3%	7.6%	i	-48.8%[inhibitor]	5.6%

The list itself (from the top)
SMILES	IL1B secr inh	KB-V1 MDR tox	KB-3-1 cytotox	HT1080 IDH1KD tx	MCF10A rereplic	HT1080NT lethal	ATXN viability	SW480 rereplic	ATXN2 expr inh
CCSc1nnc(N2C(=O)c3ccc(C(=O)c4ccc(C(=O)O)cc4)cc3C2=O)s1	9.9	-0.9%	2.2%	13.5%	?	10.6%	?	5.7%	-46.8%
O=C(CNC(=O)c1ccc2c(c1)OCO2)Nc1ncccc1O	11.8	26.8%	1.1%	2.8%	-10.3%	7.6%	i	-48.8%[inhibitor]	5.6%
O=C(COc1ccc(S(=O)(=O)NC2CCCCC2)cc1)N1CCN(c2ccc(F)cc2)CC1	-21.1	?	16.4µM*	-13.0%	0.2%	?	?	1.4%	?
CC(CCc1ccccc1)NC(=O)CSc1nccc(=O)[nH]1 (stereo unspecified)	4.2	19.3%	5.7%	4.7%	-6.3%	6.8%	i	-3.9%	-24.4%
O=C(CN(C(=O)CCC(=O)Nc1nccs1)C1CCCC1)NCc1ccc2c(c1)OCO2	3.6	13.5%	-0.2%	0.0%	-3.4%	1.3%	i	-0.4%	-1.9%
CCOc1ccccc1N1C(=O)CC(Sc2nccc(C)n2)C1=O (stereo unspecified)	-3.1	3.6%	2.9%	0.3%	0.0%	2.8%	i	4.2%	.
CC12CCC(=O)N1C(C(=O)NCc1ccc(Cl)cc1Cl)CS2 (stereo unspecified)	-4.4	?	-0.1%	2.3%	2.9%	1.5%	i	-2.8%	1.3%
CC1CC(NC(=O)CCn2c(=O)oc3ccccc32)CC(C)(C)C1 (stereo unspecified)	9.6	-4.3%	3.7%	-3.4%	-2.5%	6.2%	i	-3.4%	7.4%
COC(=O)c1ccc2[nH]c3c(c2c1)CC(C)CC3 (stereo unspecified)	-2.3	6.5%	0.8%	11.4%	-0.6%	6.5%	i	15.1%	.
CN1C2C=C(N(CCc3ccccc3)C(=O)c3ccc(Cl)cc3)CC1CC2 (stereo unspecified)	-24.0	?	-17.9%	-5.3%	10.9%[9.22 µM]	-18.5%	i	-10.1%	-20.5%
COC(=O)[C@@]12C[C@@H](CC(=O)NCC34CC5CC(CC(C5)C3)C4)C(=O)N(Cc3ccc4c(c3)OCO4)C1=CCC(C)(C)C2	-4.2	?	?	-25.7%	.	?	.	.	.
O=C(Oc1ccc2cccc(OC(=O)N3CCOCC3)c2c1)N1CCOCC1	-14.8	-10.8%	-3.6%	11.8%	-0.3%	4.2%	i	3.4%	4.0%
CCCCNC(=O)Nc1nc2ccccc2s1	-78.0*	-7.9%	12.0%	18.6%	-1.4%	1.3%	i	-13.1%	47.3%[activator]
COc1ccc2[nH]cc(C(=O)NCCc3ccccc3)c(=O)c2c1	-9.3	11.2%	-6.8%	-0.4%	0.3%	-6.4%	i	-15.0%	6.9%
CCn1c(SCC(=O)Nc2cc(C)on2)nnc1-c1ccc(C)cc1	25.2	12.7%	1.7%	3.9%	-4.1%	2.4%	i	-11.9%	1.5%
CC(=O)c1ccc(NC(=O)CSc2nc(=O)n3cccc(C)c3n2)cc1	0.3	-2.7%	16.2%	1.5%	-5.4%	17.1%	i	5.2%	11.8%
COc1ccccc1NC(=O)CSc1ncn[nH]1	12.9	14.3%	-6.1%	8.5%	-0.3%	11.0%	i	-5.3%	-1.4%
Cc1nc2ccc([N+](=O)[O-])cc2nc1C	9.0	?	15.2%	0.4%	-0.4%	1.3%	i	-4.7%	-3.3%
COc1ccc2sc(-c3ccccc3OC)c(-c3ccc(OC)nc3)c2c1	-3.6	-13.0%	-23.5%	4.6%	23.1µM*	-4.2%	i	-3.8%	16.6%
N#CC1=C(N)Oc2n[nH]c(-c3ccccc3)c2C12C(=O)Nc1ccccc12 (stereo unspecified)	-12.2	6.1%	16.5%	13.6%	4.3%	2.8%	i	-1.8%	-0.8%
CCC(C)n1nccc1NC(=O)C(C)Cl (stereo unspecified)	33.2	15.1%	13.0%	8.3%	-3.5%	0.7%	i	-0.2%	7.1%
CN(C)c1cccc(C(=O)OCC(=O)NC2CCCC2)c1	-2.8	0.0%	0.0%	-0.3%	-1.4%	-3.2%	?	-5.0%	.
CCCCN1C(=O)C(NC(C)=O)c2ccccc21 (stereo unspecified)	27.5	4.6%	2.7%	15.5%	0.1%	2.8%	?	0.3%	-27.7%
COc1ccc(S(=O)(=O)Nc2c(F)cccc2F)cc1	-1.4	-0.5%	-3.6%	-13.0%	-31.7%[inhibitor]	0.0%	i	-7.5%	-11.8%
CC(C)N(C)C1CCN(S(=O)(=O)c2ccc3[nH]c(=O)ccc3c2)CC1	.	26.9%	7.3%	.	.	.	i	.	13.4%
O=C(/C=C/c1ccc(F)cc1)Nc1cccc(S(=O)(=O)N2CCOCC2)c1	-58.5*	.	.	-26.9%	?	-14.9%	?	-5.4%	20.4%
O=C(c1ccco1)N1CCN=C1SCc1ccccc1Cl	-6.5	11.5%	0.0%	11.3%	9.6%	0.7%	i	-2.4%	2.8%
COc1ccc(-c2noc3c2-c2nc(-c4ccc(C)cc4)sc2CC3)cc1	18.7	1.1%	3.9%	7.1%	3.4%	2.6%	i	-9.4%	5.9%
Nc1nc(N)c(N=Nc2ccc(S(N)(=O)=O)cc2)c(=O)[nH]1	5.1	-0.5%	0.6%	0.3%	-8.6%	3.0%	?	1.6%	.
Cc1ccc(S(=O)(=O)N2CCC(C(=O)N3CCC(C(=O)NCc4cccnc4)CC3)CC2)cc1	0.6	-13.2%	0.2%	8.5%	1.2%	0.3%	i	-0.5%	3.2%
C=CCc1c(C)nc(-c2ccccc2)nc1Nc1ccccc1O	-28.4	-12.2%	-7.2%	16.4µM*	23.1µM*	?	i	6.4%	-1.2%
O=C(NCc1ccco1)c1cccs1	23.9	-1.3%	4.4%	12.9%	2.5%	4.2%	i	-1.6%	-7.4%
Cc1cc(NC(=O)COC(=O)C2CC(=O)N(c3ccccc3Cl)C2)no1 (stereo unspecified)	-2.6	10.0%	0.0%	-2.5%	-38.4%	-2.3%	i	-30.8%[inhibitor]	-1.9%
COc1cccc(C(=O)Nc2cc(NC(=O)c3cccs3)ccc2C)c1OC	-14.6	?	?	1.0%	-1.0%	3.5%	i	-17.3%	.
Oc1ccccc1-c1nc2ccccc2nc1-c1ccccc1	3.8	5.1%	-2.4%	0.7%	-6.1%	0.3%	i	-42.7%[inhibitor]	4.6%
CN(C)CCCN(C(=O)CCc1ccccc1)c1nc2c(F)cccc2s1	?	-29.5%	-29.0%	-13.9%	1.9%	-9.9%	i	20.1%	-28.6%
COc1cccc(N2CCN(C(=S)Nc3cccc(C)c3)CC2)c1	14.4	-1.1%	10.9%	-2.5%	3.1%	-2.0%	i	-4.0%	-2.6%
O=c1nc2c(O)cccn2c2c1c(=O)[nH]c1ccccc12	0.0	1.1%	?	1.5%	-1.0%	13.1%	.	-3.5%	-12.2%
CN(C)S(=O)(=O)N1CCC(Oc2cccc(C(=O)NC3CCCCC3)c2)CC1	0.0	?	-43.3%	-23.0%	14.3%	-25.1%	i	?	-17.2%
COc1ccc(C)cc1NC(=O)CN(Cc1nnc(-c2ccc(Cl)cc2)o1)C1CCCC1	?	?	?	-25.5%	19.8%	-22.4%	?	?	-26.8%
Nn1cc(-c2ccccc2)nc1SCC(=O)Nc1ccc(S(N)(=O)=O)cc1	-15.3	-7.7%	-1.0%	-3.5%	-1.2%	-7.6%	i	?	6.0%
O=c1nc2ccccc2c(NS(=O)(=O)c2ccc(Cl)cc2)n1-c1ccccc1	30.9	0.0%	-1.5%	9.7%	?	13.8%	i	-2.0%	1.3%
COc1ccccc1NC(=O)c1cc2ccccc2nc1C	-11.8	?	21.5%	19.4%	-12.8%	19.3%	i	-19.9%	-11.1%
N#C/C(=C(/O)CN1CCCC1)c1nc(-c2ccccc2)cs1	-9.3	-5.4%	7.7%	-2.7%	4.6%	9.6%	i	38.2%	31.9%
CC(C)(C)c1ccc(COn2c(=O)c(-c3ccco3)[n+]([O-])c3ccccc32)cc1	7.7	11.4%	0.7%	1.9%	1.8%	7.7%	.	-13.1%	.
CC(=O)N1c2ccc(S(=O)(=O)CCC(=O)O)cc2CC1C (stereo unspecified)	8.0	-0.4%	13.0%	8.7%	-12.5%	5.9%	i	-6.0%	18.2%
S=c1[nH]nc(-c2ccco2)n1/N=C/c1ccc(Cl)cc1	5.2	0.0%	11.2%	9.7%	5.5%	7.5%	i	-9.3%	-15.2%
O=c1[nH]c(SCc2ccc(F)cc2)nc2c1CCCC2	.	-8.4%	-23.1%	.	.	.	i	.	-1.6%
CCOc1ccccc1N(CC(=O)N/N=C/c1cc(Br)ccc1OC)S(C)(=O)=O	-28.5	-10.4%	-3.6%	-9.1%	8.5%	-6.2%	?	-6.3%	-9.6%
CC(C)n1c(SCC(=O)N2CCCCC2)nc2c1c(=O)n(C)c(=O)n2C	66.1	-9.3%	0.9%	-2.3%	22.6%	-4.5%	i	-10.0%	1.9%
CCN/C=C(\C#N)S(=O)(=O)c1ccc(Br)cc1	0.0	-3.8%	-0.4%	-6.1%	-1.9%	-6.5%	i	-13.1%	-17.5%
Cc1ccc(NC(=O)c2c(C)noc2C)cc1	-3.8	0.0%	7.9%	9.8%	6.3%	14.0%	i	-3.6%	-2.7%
O=C1CC/C=C\C[C@@H](CC(=O)N(CCO)Cc2ccccc2)C(=O)N2CCC[C@H]2CO1	11.5	10.7%	14.4%	8.2%	-2.7%	-1.0%	i	-11.6%	12.7%
